High-throughput results from PubChem.
IDH1 R132H inh: human IDH1 R132H inhibition. O75874. IDH1-R132H enzyme, NADPH consumption, diaphorase/resazurin fluorescence. Potency, µM (top dose mostly 76.6 µM), for inactives: top-dose activity change, negative = inhibition, most hits filed as inhibitors. 0.093% of 390,000 active. AID 602179; further: potency means the concentration at half of the fitted maximal effect; on the % scale 0 is the no-effect control and ±100 the full control effect; nearly all actives have a fitted effect of over 65% in size
Target sequence (O75874 whole entry R132H, stated change not applied): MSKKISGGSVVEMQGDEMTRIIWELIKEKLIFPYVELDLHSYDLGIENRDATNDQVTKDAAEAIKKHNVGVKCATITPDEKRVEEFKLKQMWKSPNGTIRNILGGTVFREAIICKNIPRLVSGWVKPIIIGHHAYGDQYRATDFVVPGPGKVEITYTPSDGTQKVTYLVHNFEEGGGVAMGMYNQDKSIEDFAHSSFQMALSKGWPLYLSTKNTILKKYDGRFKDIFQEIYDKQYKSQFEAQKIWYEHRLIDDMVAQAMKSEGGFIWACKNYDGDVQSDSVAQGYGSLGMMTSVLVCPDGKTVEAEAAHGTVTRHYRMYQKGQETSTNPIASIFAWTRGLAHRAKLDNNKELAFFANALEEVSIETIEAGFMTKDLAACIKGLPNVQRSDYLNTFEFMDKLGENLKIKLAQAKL
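IDH1-R132H (0.5 ug/mL dispensed) in pH 7.5 Tris buffer was preincubated 30 min with compound, then given a substrate mix of 0.016 mM NADPH and 2 mM alpha-KG for 80 min at room temperature; remaining NADPH was read by diaphorase/resazurin fluorescence.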
TrxR1 substrate: rat thioredoxin reductase 1 substrate activity. purified TrxR1 substrate turnover, NADPH consumption readout. Potency, µM (series often up to 114 µM), without a hit: at the top dose activity change, negative = substrate turnover. 0.01% of 390,000 active. AID 588456; further: potency means the concentration at half of the fitted maximal effect; on the % scale 0 is the no-effect control and ±100 the full control effect; nearly all actives have a fitted effect of over 50% in size
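Rat TrxR1, dispensed at 90 nM, was prereduced with 400 uM NADPH (final) for 5 min at ~22 deg C, then incubated with compound 15 min before 400 uM selenite. A first-read NADPH fluorescence drop versus no-compound background flagged substrates.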
GRP78 ERSR act: ER stress response induction in glioma. 0.02% of 420,000 active. AID 602332. Potency, µM, for the others: at the top dose activation, usual class: activators. U87-MG GRP78 promoter luciferase reporter, 16 h; further: potency means the concentration at half of the fitted maximal effect; series mostly up to about 76 µM; % of control where 0% means no effect; nearly all actives have a fitted effect of over 35% in size
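Stably transfected U87-MG human glioma cells carrying a GRP78-based luminescent sensor were seeded at 1000 cells/well, pin-dosed with compounds and incubated 16 h. Luciferase reagent was then added, and end-point luminescence was read after 10 min at room temperature.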
RXFP1 agonist: activates the human relaxin receptor RXFP1; HEK293T-RXFP1 cAMP TR-FRET, 30 min; response scale: percent of porcine relaxin response, buffer zero; Potency, µM (highest dose often 57.5 µM), for inactives: top-dose activation, most hits filed as activators; 0.3% of 370,000 active; AID 2676; further: potency means the concentration at half of the fitted maximal effect; on the % scale 0 is the no-effect control and ±100 the full control effect; nearly all actives have a fitted effect of over 60% in size; many of its hits are not listed in these tables
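HEK293T cells stably expressing RXFP1 were pretreated with the PDE4 inhibitor Ro 20174, exposed to compounds for 30 min at 37C, lysed, and cAMP was read by TR-FRET. Data normalized to buffer (basal) and 29 nM porcine relaxin (100%).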
PI4K2A inh: blocks human PI4K2A kinase activity; 0.13% of 420,000 active; purified PI4K2A, ADP-Glo luminescence, 1 h; stronger effect = lower value; Q9BTU6; activity change, negative = inhibition, % at 76.9 µM; in the data active means activity change below about -50%;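 further: -100% = wells without enzyme as full effect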
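In this quantitative HTS, ADP production by PI4K2A was quantified luminescently after 1 h at ambient temperature; 100 microM adenosine served as plate-quality control.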
Vif-A3G inh: blocks the Vif interaction with human APOBEC3G. Q9HC16. 0.076% of 410,000 active. HeLa A3G-eYFP + Vif (tagged APOBEC3G with the HIV-1 protein that degrades it), YFP fluorescence, overnight. Potency, µM (doses to about 46.1 µM), for inactives: at the highest dose activity, negative = active, actives largely listed as inhibitors. AID 602310;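 further: potency means the concentration at half of the fitted maximal effect; on the % scale 0 is the no-effect control and ±100 the full control effect; nearly all actives have a fitted effect of over 60% in size; hits raise eYFP signal because A3G escapes Vif-driven loss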
Target sequence (Q9HC16 whole entry, looked up): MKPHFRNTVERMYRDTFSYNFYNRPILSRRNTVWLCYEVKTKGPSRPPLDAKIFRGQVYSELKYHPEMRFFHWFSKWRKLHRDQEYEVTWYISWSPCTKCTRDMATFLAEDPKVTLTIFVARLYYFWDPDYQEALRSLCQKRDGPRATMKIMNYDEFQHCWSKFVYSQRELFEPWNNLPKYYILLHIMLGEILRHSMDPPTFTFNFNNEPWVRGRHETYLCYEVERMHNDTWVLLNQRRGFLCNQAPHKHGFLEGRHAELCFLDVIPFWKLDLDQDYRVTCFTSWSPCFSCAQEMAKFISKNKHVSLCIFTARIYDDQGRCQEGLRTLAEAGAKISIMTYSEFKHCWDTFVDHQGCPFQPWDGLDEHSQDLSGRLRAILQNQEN
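HeLa cells stably expressing Vif and C-terminally eYFP-tagged A3G, seeded overnight at 37 deg C, then exposed to compound by pintool overnight at 37 deg C. Rise in yellow fluorescence (Ex 488/Em 500-530, Acumen) marks blocked Vif-driven A3G degradation.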
LDHA inh: inhibitors of human lactate dehydrogenase A; P00338; purified LDHA, NADH/diaphorase-resazurin fluorescence; stronger effect = lower value; activity change, % (values are at about 110 or 230 µM); 0.15% of 480,000 active; AID 1347041; in the data active means activity change below about -30%;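 further: plate controls were DMSO wells for no effect and wells without enzyme for full effect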
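Resorufin fluorescence (ex540/em590), read at 0 and 20 min after diaphorase/resazurin addition, reports the NADH left after a 5 min room-temperature reaction of 2 nM human LDH5 with 0.06 mM NADH and 0.2 mM pyruvate.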
USP1-UAF1 inh: inhibitors of human USP1/UAF1 deubiquitinase; 0.23% of 390,000 active; recombinant USP1/UAF1, Ub-Rhodamine cleavage fluorescence; AID 743255; O94782; Potency, µM (top dose mostly 57.1 µM), for inactives: at the top dose activity change, negative = inhibition, hits mostly inhibitors; further: potency means the concentration at half of the fitted maximal effect; on the % scale 0 is the no-effect control and ±100 the full control effect; nearly all actives have a fitted effect of over 60% in size; inactives centre near -12
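USP1/UAF1 complex (1 nM) preincubated 15 min at room temperature with compound, then Ub-Rho substrate (150 nM final) added. Kinetic fluorescence at 480/540 nm over 6 reads at 60 s intervals; 50 mM HEPES pH 7.8, 0.5 mM EDTA, 0.1 mg/ml BSA, 1 mM TCEP, 0.01% Tween-20.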
Vif-A3F inh: inhibitors of Vif-A3F interaction; HeLa A3F-eYFP + Vif (tagged APOBEC3F with the HIV-1 protein that degrades it), YFP fluorescence increase; Potency, µM (top dose mostly 46.1 µM), inactives show top-dose activity, negative = active; 0.2% of 390,000 active; AID 602313; further: potency means the concentration at half of the fitted maximal effect; % of control where 0% means no effect; nearly all actives have a fitted effect of over 65% in size
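HeLa cells stably expressing A3F-eYFP plus Vif, plated and incubated overnight at 37 deg C, then exposed to compounds overnight at 37 deg C. Blocked degradation read as raised yellow fluorescence (Ex 488/Em 500-530).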
An asterisk follows results filed as active; . = not tested or not shown; [ ] = dose if it differs, or a comment. Unless noted, the call rests on the fitted dose curve; in most records, active means well fitted curve in the direction sought with a large enough effect; inconclusive means small, poorly fitted or top-dose-only effect, or another doubt; inactive means no such curve, though single readings can be large; an effect the other way counts as inactive or inconclusive. The list is partial; count on the stated rates, not on these rows.

| cpd | mol | IDH1 R132H inh | TrxR1 substrate | GRP78 ERSR act | RXFP1 agonist | PI4K2A inh | Vif-A3G inh | LDHA inh | USP1-UAF1 inh | Vif-A3F inh |
| --- | --- | --- | --- | --- | --- | --- | --- | --- | --- | --- |
| 1 | CCOC(=O)c1c(C)[nH]c(C)c1C(=O)COc1ccc(NC(=O)c2ccco2)cc1 | 2% | -6% | -2% | 0.7% | -13 | 0% | -1 | -14% | . |
| 2 | Cc1ccc(Oc2c(F)c(F)nc(N3CCCC3)c2F)cc1 | 2% | -9% | -4% | 0.5% | -3 | -2% | 4 | -23% | -10% |
| 3 | COc1ccc(/C(O)=C2\C(=O)C(=O)N(Cc3ccco3)C2c2ccc(OC)cc2OC)cc1 (stereo not drawn) | 0% | -2%[57.1 µM] | -3% | 8.2% | 3 | 1% | 3 | -2% | -15% |
| 4 | COc1ccc(OCC(=O)N2CCc3ccccc32)c([N+](=O)[O-])c1 | 0% | . | -1% | . | -1 | -1% | 2 | -26% | 0% |
| 5 | NC(=O)C1CCCN(S(=O)(=O)c2ccc3ccccc3c2)C1 (stereo not drawn) | 1% | 0% | 0% | 4.2% | -4 | 4% | -2 | -13% | 2% |
| 6 | O=C(NC1CCCC1)C1CCCN(S(=O)(=O)c2ccc(-n3cnnn3)cc2)C1 (stereo not drawn) | 7% | -4% | -6% | -0.1% | 1 | -3% | -5 | -22% | 4% |
| 7 | O=C(c1ccc([N+](=O)[O-])cc1)N1CCc2ccccc2C1 | 0% | 9% | 1% | -0.1% | -2 | -2% | -1 | -19% | -9% |
| 8 | COc1cc(-c2nc3cnccn3c2Nc2ccc(C)cc2)ccc1O | 1% | 10% | -1% | 3.5% | 9 | -16% | -1 | -12% | -8% |
| 9 | Cc1cc(C)c2c(c1)c(C)cc1nnc(SCC(=O)NCc3ccco3)n12 | 8% | -3% | -2% | 0.1% | 3 | 1% | -1 | 1% | 1% |
| 10 | O=S(=O)(NCCN1CCOCC1)c1cc(Cl)ccc1Cl | 3% | 5% | 1% | -0.8% | 0 | 5% | 0 | -19% | 1% |
| 11 | Cc1ccccc1NC(=O)Cn1c(=O)oc2cc(Br)ccc21 | 11% | 3%[57.1 µM] | -4% | -1.8% | -3 | 5% | 2 | -28% | 1% |
| 12 | COc1ccc(NC(=O)Nc2ccccc2OC)cc1 | 0% | 7% | 9% | -0.3% | -10 | -1% | 2 | -9% | 4% |

Sequence of screens: IDH1 R132H inh, TrxR1 substrate, GRP78 ERSR act, RXFP1 agonist, PI4K2A inh, Vif-A3G inh, LDHA inh, USP1-UAF1 inh, Vif-A3F inh
13) Cc1ccn(CCC(=O)Nc2ccc3c(c2)OCO3)n1
 : -5%, -5%, 1%, -0.1%, -3, 1%, 8, -16%, -1%
14) COc1ccc(-c2nn3c(-c4ccccc4)nnc3s2)cc1
 : 2%, 4%, -4%, 4.0%, 5, -13%, -9, -11%, 5%
15) COC(=O)c1scc(-c2ccc(C)cc2)c1S(=O)(=O)N1CCN(c2ccccc2F)CC1
 : 25%, 4%[57.1 µM], -5%, 5.0%, 2, 1%, 0, 2%, -1%
16) O=C(CN1CCN(S(=O)(=O)c2ccc(F)cc2)CC1)Nc1ccc(F)cc1F
 : -3%, -3%, 4%, -0.2%, -2, -1%, -11, -5%, 0%
17) CCOC(=O)c1c(C)oc2nc(C)nc(NCCc3ccc(OC)c(OC)c3)c12
 : -7%, -2%, -2%, 0.5%, -4, -3%, 1, -18%, -5%
18) Cc1c(Cl)cccc1NS(=O)(=O)c1c(C(=O)N2CCOCC2)c(C)n(C)c1C
 : -4%, 2%, -5%, -0.1%, 3, 1%, -4, -10%, -8%
19) COc1ccc(S(=O)(=O)NCC(c2ccco2)N2CCN(c3ccc(F)cc3)CC2)cc1 (stereo not drawn)
 : -1%, -2%[57.1 µM], -4%, -1.5%, -4, 3%, 1, -13%, -2%
20) N=c1c2c(-c3ccccc3)c(-c3ccccc3)n(Cc3ccco3)c2ncn1CCCO
 : 10%, 14%[57.1 µM], -8%, 1.8%, -5, 2%, -6, -1%, -15%

Four entries already listed, ordered by their value in IDH1 R132H inh, largest number first.
nr	compound	IDH1 R132H inh
15	COC(=O)c1scc(-c2ccc(C)cc2)c1S(=O)(=O)N1CCN(c2ccccc2F)CC1	25%
11	Cc1ccccc1NC(=O)Cn1c(=O)oc2cc(Br)ccc21	11%
1	CCOC(=O)c1c(C)[nH]c(C)c1C(=O)COc1ccc(NC(=O)c2ccco2)cc1	2%
5	NC(=O)C1CCCN(S(=O)(=O)c2ccc3ccccc3c2)C1 (stereo not drawn)	1%

Complete entries as entered above. Screens in order: IDH1 R132H inh	TrxR1 substrate	GRP78 ERSR act	RXFP1 agonist	PI4K2A inh	Vif-A3G inh	LDHA inh	USP1-UAF1 inh	Vif-A3F inh
Cc1cc(C)c2c(c1)c(C)cc1nnc(SCC(=O)NCc3ccco3)n12 as listed: 8%	-3%	-2%	0.1%	3	1%	-1	1%	1%
COc1ccc(OCC(=O)N2CCc3ccccc32)c([N+](=O)[O-])c1 as listed: 0%	.	-1%	.	-1	-1%	2	-26%	0%
